Source: PubChem (National Center for Advancing Translational Sciences (NCATS))
RORgamma inh: inhibitors of mouse ROR gamma transcriptional activity | P51450 | Drosophila S2 Gal4-RORgamma UAS-luciferase reporter, 20 h | Potency, µM (doses to about 53.6 µM), inactives show at the highest dose activity change, negative = inhibition, most hits filed as inhibitors | actives 5.4% (n = 310,000) | AID 2551; also: potency is read from the fitted curve at half-maximal effect; % is scaled to controls: 0 for no effect and ±100 for the full control effect; nearly all actives have a fitted effect of over 60% in size
Target sequence (P51450 whole entry, looked up, the tested form may be a part): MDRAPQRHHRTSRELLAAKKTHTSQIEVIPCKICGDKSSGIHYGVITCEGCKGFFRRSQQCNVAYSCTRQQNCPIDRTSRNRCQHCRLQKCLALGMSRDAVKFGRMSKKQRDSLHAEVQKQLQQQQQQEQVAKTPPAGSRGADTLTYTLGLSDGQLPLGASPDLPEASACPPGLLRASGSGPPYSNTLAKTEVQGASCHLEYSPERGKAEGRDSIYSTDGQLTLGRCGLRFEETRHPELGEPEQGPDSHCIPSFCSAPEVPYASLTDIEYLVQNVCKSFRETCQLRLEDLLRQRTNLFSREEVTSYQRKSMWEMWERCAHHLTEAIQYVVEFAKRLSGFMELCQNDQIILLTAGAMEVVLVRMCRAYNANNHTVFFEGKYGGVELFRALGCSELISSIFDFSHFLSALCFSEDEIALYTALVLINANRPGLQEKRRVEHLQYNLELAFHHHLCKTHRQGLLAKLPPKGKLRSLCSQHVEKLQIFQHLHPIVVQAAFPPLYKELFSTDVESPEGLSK
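Drosophila Schneider cells stably carrying a metallothionein-driven Gal4 DBD–ROR gamma fusion and a UAS-Photinus luciferase reporter were exposed to compound for 1 hr, then induced with copper sulfate (700 uM final) for 20 hr at ambient temperature before luminescence reading.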
NPC1 promoter act: NPC1 promoter activation; Huh7 NPC1 promoter luciferase reporter, 24 h; Potency, µM (series often up to 9.22 µM), inactives show at the highest dose activation, actives largely listed as activators; actives 2.4% (n = 320,000); AID 485313;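 also: potency is read from the fitted curve at half-maximal effect; % of control where 0% means no effect; nearly all actives have a fitted effect of over 60% in size; reporter is driven by a mutant NPC1 promoter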
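Huh7 cells stably carrying NPC1 promoter–luciferase, plated in Opti-MEM with 10% FBS for 2 h, were exposed to compound in DMSO for 24 h at 37 °C; luciferase reagent was added for 10 min and luminescence read.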
Tb PFK inh: blocks T. brucei phosphofructokinase | O15648 | T. brucei PFK, ADP-Glo luminescence | Potency, µM (titrated, usually from 57.5 µM), without a hit: at the top dose activity, negative = inhibition, hits mostly inhibitors | actives 0.17% (n = 330,000) | AID 485367;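 also: potency is read from the fitted curve at half-maximal effect; 0% = uninhibited 1x PFK enzyme wells and -100% = no-enzyme wells; nearly all actives have a fitted effect of over 60% in size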
Target sequence (O15648 whole entry, looked up): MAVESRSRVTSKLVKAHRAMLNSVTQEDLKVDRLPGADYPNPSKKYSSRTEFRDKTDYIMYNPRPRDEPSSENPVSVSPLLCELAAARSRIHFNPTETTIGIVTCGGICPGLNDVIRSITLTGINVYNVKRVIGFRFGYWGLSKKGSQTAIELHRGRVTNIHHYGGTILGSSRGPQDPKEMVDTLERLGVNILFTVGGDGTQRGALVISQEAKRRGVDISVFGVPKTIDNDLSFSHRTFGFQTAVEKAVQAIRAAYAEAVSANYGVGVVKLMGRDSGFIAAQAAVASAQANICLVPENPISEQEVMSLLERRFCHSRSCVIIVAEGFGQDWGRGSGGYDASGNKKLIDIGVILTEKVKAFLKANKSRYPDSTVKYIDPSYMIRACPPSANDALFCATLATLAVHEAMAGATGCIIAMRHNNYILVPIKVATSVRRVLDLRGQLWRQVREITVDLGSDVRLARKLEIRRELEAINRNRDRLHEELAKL
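ADP-Glo luminescence quantified ADP after 45 min at room temperature, with 1.25 nM T. brucei PFK, 0.1 mM ATP and 0.5 mM fructose-6-phosphate in pH 8.0 TEA buffer. qHTS titrations up to 57 µM; curves classified by quality.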
TRPV1 agonist: activates the human vanilloid receptor TRPV1. actives 0.19% (n = 320,000). activation, % at 8.33 µM. TRPV1-expressing cells, Fluo-8 calcium influx, agonist mode; in the data active = activation above about 80%; inconclusive = between about 30% and that limit; also: 0% is about no effect
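TRPV1-expressing cells were cultured overnight at 35.5C and loaded with Fluo-8 calcium dye for 40 to 90 min at room temperature. After a 10 s baseline, compound was added and calcium influx was read kinetically for 3 min (ex 480/em 520 nm).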
BRCA1 expr up: activators of BRCA1 expression | actives 1.1% (n = 380,000) | AID 624202 | MCF7-BRCA1-FFLuc reporter, luminescence, 48 h; response scale: scaled: vehicle 0%, 10 µM genistein 100% | Potency, µM (titrated, usually from 46.1 µM), without a hit: at the top dose activation, usual class: activators; also: potency is read from the fitted curve at half-maximal effect; nearly all actives have a fitted effect of over 80% in size; some results filed as inactive show a strong effect at the top dose
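Luminescence from a BRCA1-driven firefly luciferase in MCF7 cells was read after 48 h compound exposure at 37 C. Data normalized against DMSO and a 10microM genistein activation control, then curve-fitted across the titration.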
ELG1 genotoxic: inducers of genotoxicity in HEK293T ELG1-luciferase cells. Potency, µM (titrated, usually from 46 µM), for inactives: at the highest dose activity change, positive = activation, actives largely listed as activators. HEK293T ELG1-luciferase reporter, luminescence, 16 h. AID 504466. actives 1.3% (n = 330,000); also: potency is read from the fitted curve at half-maximal effect; % of control where 0% means no effect; nearly all actives have a fitted effect of over 60% in size
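Luminescence read-out: rising ELG1-luciferase signal, reflecting elevated ELG1 protein under genetic stress, flags genotoxic compounds. Cells were treated for 16 hr at 37 °C before ONE-Glo detection.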
VP16 counter: counter-screen for ROR gamma inhibitors: Gal4-VP16 reporter; Drosophila S2 Gal4-VP16 UAS-luciferase, luminescence, 20 h; AID 2546; Potency, µM (top dose mostly 53.6 µM), for the others: at the highest dose activity, negative = inhibition, most hits filed as inhibitors; actives 3.5% (n = 310,000);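 also: Gal4-VP16 expression switched on by copper sulfate through the metallothionein promoter; potency is read from the fitted curve at half-maximal effect; % is scaled to controls: 0 for no effect and ±100 for the full control effect; nearly all actives have a fitted effect of over 50% in size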
FLuc counter: firefly luciferase modulation, counter-screen for miR-21 project. P08659. Potency, µM (doses to about 57.5 µM), for inactives: at the top dose activity change, negative = inhibition, hits mostly inhibitors. purified FLuc, Km substrates, luminescence inhibition. actives 6.9% (n = 360,000);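 also: potency is read from the fitted curve at half-maximal effect; plate controls were vehicle for no effect and reference inhibitor for full effect; nearly all actives have a fitted effect of over 55% in size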
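Purified P. pyralis luciferase, 10 nM final, with Km-level 10 uM D-luciferin and 10 uM ATP in 50 mM Tris acetate pH 7.5, 10 mM Mg acetate, 0.01% Tween-20, 0.05% BSA; 6-point qHTS titration about 60 µM downward; luminescence read.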
p53 reactivation: restores transcriptional activity of mutant p53. H1299 p53-A138V BP100-luciferase reporter, luminescence, 24 h. Potency, µM (highest dose often 92.2 µM), for the others: top-dose activity change, positive = activation, usual class: activators. actives 0.063% (n = 320,000); also: potency is read from the fitted curve at half-maximal effect; % of control where 0% means no effect; nearly all actives have a fitted effect of over 45% in size
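p53-null H1299 cells stably carrying temperature-sensitive p53-A138V and a BP100-luciferase reporter were pinned with compounds (4-point, 1:5 series) and held 24 hrs at 37 deg C. Luminescence was read 10 min after detection reagent.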
ELG1 DNA repair: blocks ELG1-dependent DNA repair in HEK293T cells. actives 2.3% (n = 330,000). Potency, µM (series often up to 46.1 µM), for inactives: top-dose activity change, negative = inhibition, most hits filed as inhibitors. HEK293T ELG1-luciferase reporter, luminescence, 16 h; DNA damage induced by 5-fluorouridine; also: potency is read from the fitted curve at half-maximal effect; % is scaled to controls: 0 for no effect and ±100 for the full control effect; nearly all actives have a fitted effect of over 55% in size
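Reporter activity after DNA damage by 5-fluorouridine is monitored. Compound-treated cells incubate 16 hr at 37 °C, then ONE-Glo is added for 30 min before luminescence reading.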
Rab9 promoter act: activates the Rab9 promoter; Huh7 Rab9 promoter-luciferase reporter, luminescence, 24 h; Potency, µM (doses to about 9.22 µM), for inactives: at the top dose activation, negative = inhibition, most hits filed as activators; actives 2.8% (n = 320,000); AID 485297; also: potency is read from the fitted curve at half-maximal effect; % of control where 0% means no effect; nearly all actives have a fitted effect of over 60% in size
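Using Huh7 cells stably transfected with Rab9 promoter–luciferase, compounds were incubated 24 h at 37 °C, 5% CO2; luciferase luminescence was read 10 min after reagent addition.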
* marks the source's active call; other numbers are inactive results; u = inconclusive; x = not tested or not shown; [ ] = remark or other dose. Unless noted, calls follow the shape of the dose curve; as a rule, active = well fitted curve in the direction sought with a large enough effect; inconclusive = small, poorly fitted or top-dose-only effect, or another doubt; inactive = no such curve, though single readings can be large; an effect the other way counts as inactive or inconclusive.

SMILES	RORgamma inh	NPC1 promoter act	Tb PFK inh	TRPV1 agonist	BRCA1 expr up	ELG1 genotoxic	VP16 counter	FLuc counter	p53 reactivation	ELG1 DNA repair	Rab9 promoter act
Cc1ccc(NC(=O)CN2C(=O)C3C4C=CC(C4)C3C2=O)cc1S(=O)(=O)N(C)C (stereo not given)	9.0%	-0.4%	-0.4%	3.6	96.4%	-0.5%	-13.5%	1.6%	0.6%	10.5%	-2.2%
COc1ccc(CNC(=O)CN(C(=O)CCC(=O)Nc2nccs2)c2cccc(C)c2)cc1	8.8%	-2.6%	-4.6%	0.9	-7.3%	16.3%	2.6%	2.3%	-3.7%	-16.0%	-4.0%
CC1CC(C)CN(C(=O)COC(=O)c2cncc(Br)c2)C1 (stereo not given)	x	x	5.1%	x	-27.3%	-1.6%	x	x	-2.2%	11.3%	x
COc1ccc(C(=O)COC(=O)/C=C/c2ccccc2)cc1	u	0.8%	1.2%	3.2	2.7%	5.9%	5.8%	-1.3%	18.9%	4.2%	0.2%
COc1cc(/C=C2\SC(=S)N(CC(=O)Nc3ccc(O)cc3)C2=O)cc(OC)c1OC	-20.5%	0.5%	6.4%	3.0	-3.4%	1.0%	-7.6%	0.3%	-1.9%	-7.9%	-4.1%
C/C(=N/NC(=S)Nc1ccccc1)c1ccc2c(c1)OCO2	1.26µM*	10.2%	-1.4%	-1.0	54.0%	1.5%	4.47µM*	u	u	23.3%	18.4%
CCCOc1ccc(N2C(=O)CC(N(O)c3ccccc3)C2=O)cc1 (stereo not given)	u	26.6%	2.7%	3.8	u	17.5%	1.5%	-2.0%	8.8%	u	u
Cc1cc(C)c(OCC(=O)N/N=C/c2ccc3c(c2)OCO3)c(C)c1	-36.3%	0.3%	6.2%	4.4	-68.3%	0.0%	u	0.6%	-3.1%	-2.0%	0.8%
CCC(=O)Nc1nnc(S(=O)(=O)N(CC)c2ccc(Cl)cc2)s1	-1.3%	-3.0%	-14.6%	5.2	10.9%	-2.8%	0.3%	1.9%	4.3%	-9.5%	-4.7%
COc1cccc(C(=O)N(Cc2ccc(N(C)C)cc2)C2CCS(=O)(=O)C2)c1 (stereo not given)	24.3%[10 µM]	1.0%	1.3%	13.6	0.5%	2.4%	3.5%	-1.8%	2.0%	5.6%	-2.5%
Cc1cc(NC(=O)NN2CCOCC2)nn1-c1c(Cl)cc(Cl)cc1Cl	7.8%	-5.3%	0.2%	2.3	4.1%	-0.1%	-3.0%	-2.5%	-3.7%	8.4%	-4.2%
CCOc1cc(CNC(=O)CN2C(=O)c3ccccc3S2(=O)=O)ccc1OC	29.0%	0.7%	-9.3%	-7.0	0.0%	3.2%	3.6%	-1.2%	-0.3%	8.8%	-1.8%
CN(CC(=O)Nc1cccc(F)c1)C(=O)c1ccc(N2CCCCCC2)c([N+](=O)[O-])c1	x	1.9%	-1.1%	u	-34.4%	-1.5%	x	-4.4%	1.8%	-6.0%	-9.7%
C/C(=N/NC(=O)c1ccoc1C)c1ccc(NC(=O)c2ccncc2)cc1	-24.6%	25.2%	-0.9%	u	58.5%	u	-0.6%	u	u	u	u
Cc1nn(CCCC(=O)N2CCN(c3ccc(F)cc3)CC2)c(C)c1[N+](=O)[O-]	-42.1%	-25.8%	-5.6%	3.2	-0.1%	-7.9%	-3.5%	-1.2%	-0.9%	u	0.4%

Entries listed so far containing two or more sulfur atoms (two):
SMILES	RORgamma inh	NPC1 promoter act	Tb PFK inh	TRPV1 agonist	BRCA1 expr up	ELG1 genotoxic	VP16 counter	FLuc counter	p53 reactivation	ELG1 DNA repair	Rab9 promoter act
COc1cc(/C=C2\SC(=S)N(CC(=O)Nc3ccc(O)cc3)C2=O)cc(OC)c1OC	-20.5%	0.5%	6.4%	3.0	-3.4%	1.0%	-7.6%	0.3%	-1.9%	-7.9%	-4.1%
CCC(=O)Nc1nnc(S(=O)(=O)N(CC)c2ccc(Cl)cc2)s1	-1.3%	-3.0%	-14.6%	5.2	10.9%	-2.8%	0.3%	1.9%	4.3%	-9.5%	-4.7%

Further structures follow:
SMILES	RORgamma inh	NPC1 promoter act	Tb PFK inh	TRPV1 agonist	BRCA1 expr up	ELG1 genotoxic	VP16 counter	FLuc counter	p53 reactivation	ELG1 DNA repair	Rab9 promoter act
O=C(COC(=O)CCC(=O)c1ccccc1)Nc1nnc(-c2ccccc2)o1	x	1.4%	-1.7%	-0.3	-17.4%	1.9%	x	3.0%	4.5%	26.0%	2.9%
OCC1CCCN(C(=S)NCCc2ccccc2)C1 (stereo not given)	-1.1%	3.16µM*	-0.4%	u	u	u	23.3%	16.9µM*	22.8%	u	u
NS(=O)(=O)c1ccc(CCNC(=O)CN2CCN(c3ccccc3F)CC2)cc1	9.4%	-0.2%	-3.5%	-0.5	-9.2%	-2.1%	1.5%	-0.8%	9.6%	0.0%	0.1%
CC(C(=O)N1CCCC1)N(c1ccccc1)S(C)(=O)=O (stereo not given)	-25.5%	0.4%	-0.4%	-0.6	x	-1.6%	-4.5%	-1.2%	-1.3%	16.5%	1.5%
Cc1cccc(NC(=O)CSCC(=O)Nc2nnc(C3CC3)s2)c1	-38.7%	-1.2%	-2.3%	-2.8	-38.4%	u	-2.5%	-3.2%	u	0.0%	0.5%
COc1ccc(C(=O)CC(=O)C(=O)Nc2ccccc2)cc1	u	3.2%	0.8%	-0.6	31.9%	-2.7%	u	-9.9%	2.3%	u	-4.6%
O=C(NCc1ccc(F)cc1)c1cccnc1	-21.6%[1.91 µM]	-0.3%	0.5%	u	-3.3%	0.0%	-7.1%	1.2%	2.1%	3.3%	1.4%
CC(=O)Nc1ccc(S(=O)(=O)NCCC(=O)OCC(=O)NCc2ccccc2)cc1	x	x	-0.3%	x	-1.2%	-0.2%	x	x	0.9%	10.2%	x
COc1ccc(CCNC(=O)COC(=O)C23CC4CC(CC(C4)C2)C3)cc1	-5.1%	1.1%	-7.0%	29.7	-8.9%	0.5%	-12.5%	-2.2%	-4.5%	-3.4%	0.6%
Cc1ccc(OCC(=O)Nc2ccc(N3CCCC3)cc2)cc1C	0.0%	2.0%	u	3.7	-3.7%	3.7%	-0.8%	-4.8%	0.9%	u	8.0%
CC(C(=O)N1CCCc2ccccc21)N1CCN(c2ccccn2)CC1 (stereo not given)	-24.0%	1.1%	-9.9%	0.6	-17.5%	-4.1%	0.9%	0.1%	2.1%	0.8%	0.7%
CCOc1ccccc1NC(=O)C(OC(=O)c1ccccc1O)c1ccccc1 (stereo not given)	41.8%	-6.5%	1.8%	16.1	-30.2%	0.9%	u	-6.5%	3.8%	10.9%	0.6%
O=c1[nH]c(=O)n(C2CCCO2)cc1Br (stereo not given)	1.0%	2.0%	0.2%	-1.2	3.6%	-5.2%	1.2%	3.7%	-2.7%	12.9%	-4.2%
Cc1noc(NS(=O)(=O)c2ccc(N/C=C\C(=O)c3cccs3)cc2)c1C	13.7%	-5.3%	25.9%	0.0	17.9%	4.0%	u	16.9µM*	1.1%	-7.7%	-6.3%
Cc1ccc(C(=O)N/C(=C\c2cccs2)C(=O)NCCc2ccccn2)cc1C	-1.4%	-1.6%	-4.9%	1.4	12.2%	0.4%	8.0%	7.8%	-4.9%	-10.8%	-2.4%
c1ccc2cc3[nH]c(CN4CCCCC4)nc3cc2c1	1.6%	3.9%	3.3%	9.1	u	u	20.3%	u	u	u	6.7%
Cc1ccc(C(=O)NNC(=O)c2ccc(Br)s2)cc1S(=O)(=O)N1CCOCC1	x	-6.4%	4.3%	-1.3	2.9%	5.3%	x	4.8%	-5.3%	5.3%	2.4%
CC(=O)Nc1ccc(S(=O)(=O)NC(CC(=O)N(C)Cc2ccccc2)C(C)C)cc1 (stereo not given)	0.5%	-1.1%	-3.2%	-1.2	-4.9%	0.4%	1.2%	-1.0%	-4.6%	-10.5%	4.3%
Cc1ccccc1NC(=O)CC1(c2ccc(N(C)C)cc2)C(=O)c2ccccc2C1=O	4.8%	-4.7%	1.7%	16.9	-1.4%	0.0%	-5.4%	-5.3%	-4.7%	-5.6%	-3.2%
COc1ccc(NC2CCCN(C(=O)c3ccc4[nH]c(C)c(C)c4c3)C2)cc1OC (stereo not given)	-2.7%	-2.7%	7.1%	-0.4	0.0%	4.0%	-1.5%	0.8%	-6.5%	u	0.0%
CCc1ccc(CN(C)C(=O)c2cc(S(=O)(=O)N3CCN(CC)CC3)ccc2Cl)cc1	x	4.9%	5.4%	-1.7	-24.8%	-2.1%	x	3.5%	-6.2%	-18.5%	-7.6%
CC(=O)Nc1ccc(OC(=O)COc2ccc(Br)cc2)cc1	-19.8%	-3.8%	0.0%	6.1	4.2%	0.0%	3.3%	-1.4%	-1.4%	11.5%	-4.1%
